Screening results: PubChem, several laboratories
ssDAF-12 act: S. stercoralis DAF-12 activation, primary screen; HEK293 ssDAF-12/GRIP1 lit1-tk-luc reporter, luminescence; % of 3 µM dafachronic acid response; activation, % at 6.8 µM; 370,000 compounds, 1% hits;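 active = activation above the mean over all tested compounds plus 3 SD, cut at about 0.9% in these data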;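 note: 0% = DMSO-only wells and 100% = 3 µM delta7-dafachronic acid wells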
GAA850 FXN act: increases GAA850 frataxin promoter reporter activity | HEK293 lucGAA850 FXN promoter luciferase reporter, 24 h; percent of 10 µM SAHA response | activation, % at 6 µM | 360,000 compounds, 0.56% hits | AID 540364;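 active = activation above the average of all compounds screened plus 3 SD, cutoff fixed separately per campaign, cut at about 7.5% in these data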;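 note: 0% = DMSO wells and 100% = 10 µM SAHA wells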
hgDAF-12 ag: hgDAF-12 agonism, primary luciferase screen; HEK293 GAL4-hgDAF12 UAS-luciferase reporter, agonist luminescence; normalized to butyrate control; activation, % at 6.8 µM; 370,000 compounds, 1.8% hits; AID 687014;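 active = activation above a cutoff set at the mean of all screened compounds plus 3 SD, cut at about 10% in these data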;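 note: 0% = DMSO wells and 100% = sodium butyrate wells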
KLK7 zymogen act: activates the human kallikrein-7 zymogen. P49862. purified proKLK7, EDANS-DABCYL substrate fluorescence; 100% is mature enzyme control, 0% vehicle. activation, % at 7 µM. 370,000 compounds, 0.9% hits;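 active = activation above the mean of all tested compounds plus 3 SD, computed per campaign excluding outliers beyond control limits, cut at about 13% in these data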
HGIII-sPLA2 inh: Blocks human group III sPLA2 activity | Q9NZ20 | QFRET BODIPY PC-A2 liposome hydrolysis, fluorescence | inhibition, % at 12.2 µM | 370,000 compounds, 0.56% hits | AID 743126;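 active = inhibition above mean plus 3 SD of compounds lying within the high and low control bounds, cut at about 19% in these data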;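 note: 0% = median of test compound wells and 100% = no enzyme DMSO wells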
DAX1 inh-1: DAX1 (NR0B1) inhibition, primary screen; HEK293T StAR-luciferase reporter, SF-1/DAX-1 repression relief; inhibition, % at 6.8 µM; 370,000 compounds, 1.1% hits; AID 652010;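 active = inhibition above the mean over all tested compounds plus 3 SD, cut at about 3.6% in these data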;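 note: 0% = DAX-1 cells with DMSO and 100% = cells lacking DAX-1 with DMSO; higher inhibition means more luminescence from relief of DAX-1 repression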
hcDAF-12 act: activates DAF-12 receptor from parasite H. contortus; 370,000 compounds, 1.4% hits; activation, % at 6.8 µM; HEK293 hcDAF-12 lit1-tk-luc reporter, luminescence; 0% DMSO, 100% Δ7-dafachronic acid; AID 652067;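 active = activation above the mean of all tested compounds plus 3 SD, cut at about 5.5% in these data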;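 note: 100% = response to 3 µM Δ7-dafachronic acid high control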
NPR1 activator: GC-A (human) enzyme activation; P16066; HEK293 GC-A cells, cGMP TR-FRET, EC30 ANP; 0% at EC30 ANP, 100% saturating ANP; activation, % at 10 µM; 370,000 compounds, 0.14% hits; AID 1671463; in the data active = activation above about 40%
NPR2 activator: GC-B (human) receptor activation. activation, % at 10 µM. 370,000 compounds, 0.11% hits. HEK293-GC-B cells, CNP EC30, cGMP TR-FRET; 0% at EC30 CNP, 100% saturating CNP;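 active = activation at 10 µM reaching about 35% in either raw or pattern-adjusted values, limit read from the data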
Target sequence (P20594 whole entry, looked up): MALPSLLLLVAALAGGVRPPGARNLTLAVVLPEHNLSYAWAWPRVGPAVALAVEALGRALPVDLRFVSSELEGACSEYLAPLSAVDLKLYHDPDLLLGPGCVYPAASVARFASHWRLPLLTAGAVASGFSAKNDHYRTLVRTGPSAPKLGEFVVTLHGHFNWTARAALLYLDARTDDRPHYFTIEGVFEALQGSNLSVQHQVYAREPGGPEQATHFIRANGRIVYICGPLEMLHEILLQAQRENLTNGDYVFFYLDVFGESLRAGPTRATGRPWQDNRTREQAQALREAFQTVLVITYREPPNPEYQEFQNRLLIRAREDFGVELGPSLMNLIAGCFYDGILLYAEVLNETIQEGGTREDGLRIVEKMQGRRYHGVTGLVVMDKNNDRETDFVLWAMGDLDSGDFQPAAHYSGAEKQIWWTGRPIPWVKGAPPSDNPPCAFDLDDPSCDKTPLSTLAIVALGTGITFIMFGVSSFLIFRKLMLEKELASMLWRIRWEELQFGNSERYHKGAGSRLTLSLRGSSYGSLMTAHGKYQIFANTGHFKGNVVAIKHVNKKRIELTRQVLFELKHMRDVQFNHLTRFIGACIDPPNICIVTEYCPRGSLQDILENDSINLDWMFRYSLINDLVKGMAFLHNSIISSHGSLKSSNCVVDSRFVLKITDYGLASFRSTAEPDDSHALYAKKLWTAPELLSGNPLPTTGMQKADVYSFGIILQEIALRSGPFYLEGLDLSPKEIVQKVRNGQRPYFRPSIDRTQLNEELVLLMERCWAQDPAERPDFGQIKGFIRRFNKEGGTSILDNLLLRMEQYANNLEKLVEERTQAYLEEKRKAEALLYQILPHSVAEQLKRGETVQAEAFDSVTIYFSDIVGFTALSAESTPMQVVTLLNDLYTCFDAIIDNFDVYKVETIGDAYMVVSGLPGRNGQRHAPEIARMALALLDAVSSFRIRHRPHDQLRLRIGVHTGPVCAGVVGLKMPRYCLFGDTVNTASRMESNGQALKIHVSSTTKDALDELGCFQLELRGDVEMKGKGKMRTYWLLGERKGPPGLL
SMARCA2 act: activators of SMARCA2 function. MG213 cells, MMTV-luciferase reporter, dexamethasone, overnight. activation, % at 9.1 µM. 370,000 compounds, 1% hits; in the data active = activation above about 7.8%;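 note: 0% = vehicle wells and 100% = reference activator wells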
DAX1 inh-2: NR0B1 (DAX1) inhibition; P51843; HEK293 Gal4-DAX1 luciferase reporter, luminescence; inhibition, % at 6.75 µM; 340,000 compounds, 0.99% hits; AID 504766;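 active = inhibition above the mean over all tested compounds plus 3 SD, cut at about 4.2% in these data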;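 note: 0% = DAX1-transfected cells with DMSO and 100% = empty-vector control cells with DMSO; inhibition shows as a rise in luminescence from relieved DAX1 repression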
An asterisk follows results filed as active; . = not tested or not shown.

SMILES	ssDAF-12 act	GAA850 FXN act	hgDAF-12 ag	KLK7 zymogen act	HGIII-sPLA2 inh	DAX1 inh-1	hcDAF-12 act	NPR1 activator	NPR2 activator	SMARCA2 act	DAX1 inh-2
C=CCn1c(C)nnc1SCC(=O)Nc1cc(S(=O)(=O)N2CCCC2)ccc1Cl	-1.1	-0.7	-2.3	0.3	2	1.9	-0.7	1	-1	-3	-0.8
O=c1c2ccc([N+](=O)[O-])cc2ncn1CCOc1ccc(Cl)cc1	-2.1	-1.7	-0.8	0.4	-4	-0.5	-1.4	0	-3	-2	1.2
COc1ccc(C(C)(O)c2nc(-c3ccc4c(c3)OCO4)cs2)cc1 (stereo not given)	-1.3	3.2	-1.3	-1.0	-9	0.2	-1.6	0	-1	1	.
CCCCCC(=O)N1CCN(CCN=CC2=C(O)CC(c3ccco3)CC2=O)CC1 (stereo not given)	-0.9	0.1	-0.6	0.5	2	-0.1	0.6	3	6	0	-0.1
CCOc1cccc(C=NNc2nc(=O)cc(C(=O)OC)s2)c1O	-0.9	.	0.1	-0.1	-17	-0.7	-0.4	-3	-6	-3	.
O=C(Nc1ccc(F)cc1)Nc1ccc(S(=O)(=O)N2CCCC2)cc1	-1.2	0.0	1.3	0.1	-38	-0.2	1.1	-4	-1	3	0.0
COc1ccc(C2(CNC(=O)c3cc(OC)c(OC)c(OC)c3)CCCC2)cc1OC	-1.4	0.8	3.9	-0.5	-2	0.3	-2.2	-21	-9	1	1.6
O=C1C2C(CC3c4ccccc4CCN32)CN1c1ccccc1 (stereo not given)	-0.4	.	3.2	-24	-11	-1.8	0.1	2	-2	1	.
Cc1nn(-c2ccc3ccccc3c2)c(=O)c2ccccc12	1.7*	3.8	16*	0.1	1	2.5	12*	-2	2	6	2.1
O=C(CN1CCCCC1)Nc1ccccc1-c1ccccc1	-1.0	2.7	1.8	0.2	9	-0.9	-0.6	-5	2	-2	-0.4
Cc1ccc(C(=O)NC(=S)NCC2CCCO2)cc1[N+](=O)[O-] (stereo not given)	-1.5	0.7	-3.8	-0.5	4	0.5	-1.5	1	-5	1	1.0
COc1cc(C(=O)NC2CCN(C)CC2)ccc1Nc1ncc2c(n1)N(Cc1ccccc1)CCC(=O)N2C	-1.5	-0.9	0.9	-0.6	1	0.7	0.7	33	38*	-1	7.8*
COC(=O)[C@@]12C[C@@H](CC(=O)N3CCN(C(=O)C4CC4)CC3)C(=O)N(Cc3ccc4c(c3)OCO4)C1=CCC(C)(C)C2	-1.1	.	-4.2	0.3	13	0.4	-2.9	-6	-7	-3	.
COc1cc(C2CC(=O)Nc3cc(C)c(C)cc32)cc(OC)c1OC (stereo not given)	-1.7	-3.6	-2.2	-0.3	-3	-1.4	-2.1	0	2	-2	-1.8
CC(=O)Nc1cccc(NC(=O)c2ccc([N+](=O)[O-])cc2Cl)c1	-1.3	-2.1	0.9	-0.2	1	-0.4	-1.4	0	0	3	-0.7

Next part, starting with the last 6 of the part before.
SMILES	ssDAF-12 act	GAA850 FXN act	hgDAF-12 ag	KLK7 zymogen act	HGIII-sPLA2 inh	DAX1 inh-1	hcDAF-12 act	NPR1 activator	NPR2 activator	SMARCA2 act	DAX1 inh-2
O=C(CN1CCCCC1)Nc1ccccc1-c1ccccc1	-1.0	2.7	1.8	0.2	9	-0.9	-0.6	-5	2	-2	-0.4
Cc1ccc(C(=O)NC(=S)NCC2CCCO2)cc1[N+](=O)[O-] (stereo not given)	-1.5	0.7	-3.8	-0.5	4	0.5	-1.5	1	-5	1	1.0
COc1cc(C(=O)NC2CCN(C)CC2)ccc1Nc1ncc2c(n1)N(Cc1ccccc1)CCC(=O)N2C	-1.5	-0.9	0.9	-0.6	1	0.7	0.7	33	38*	-1	7.8*
COC(=O)[C@@]12C[C@@H](CC(=O)N3CCN(C(=O)C4CC4)CC3)C(=O)N(Cc3ccc4c(c3)OCO4)C1=CCC(C)(C)C2	-1.1	.	-4.2	0.3	13	0.4	-2.9	-6	-7	-3	.
COc1cc(C2CC(=O)Nc3cc(C)c(C)cc32)cc(OC)c1OC (stereo not given)	-1.7	-3.6	-2.2	-0.3	-3	-1.4	-2.1	0	2	-2	-1.8
CC(=O)Nc1cccc(NC(=O)c2ccc([N+](=O)[O-])cc2Cl)c1	-1.3	-2.1	0.9	-0.2	1	-0.4	-1.4	0	0	3	-0.7
Nc1nc(COc2ccccc2)cs1	-0.4	1.2	4.7	-0.9	7	0.6	1.4	2	1	7.9*	0.7
O=C(O)CSC1CC(=O)N(c2ccc(Cl)cc2)C1=O (stereo not given)	-1.1	-0.1	4.1	-0.1	7	-0.3	-0.7	2	1	-2	-0.3
CN(C)c1nnnn1-c1ccc(Oc2ncc(C(F)(F)F)cc2Cl)cc1	-1.4	1.3	-0.6	0.8	1	-1.1	-2.1	0	1	-3	-0.6
O=C(Nc1cccc([N+](=O)[O-])c1)ONC1=NCCCCC1	-1.0	1.6	-0.2	0.4	0	0.5	0.6	1	1	-2	-0.7
COc1cc(CNCCN2CCOCC2)ccc1OCc1ccc(Cl)cc1	-1.9	-0.8	-2.6	-0.2	-3	-0.2	-1.8	1	-3	0	-0.3
COCCNC(=O)C1CCCN(C(=O)c2ccc(OC)c(F)c2)CC1 (stereo not given)	-0.8	0.6	0.7	0.3	-3	0.3	0.9	2	3	-1	.
O=C(Nc1cccc(Cl)c1N1CCCC1)c1ccco1	-1.0	3.3	-1.3	0.3	-4	0.1	-2.9	-8	4	2	0.9
COc1cc2c(cc1OC)C(/C=C/c1ccco1)=NCC2	-1.3	0.3	-1.3	4.3	7	-0.8	-1.5	-14	-4	3	0.1
COc1cc(C(=O)O)ccc1OCc1ccccc1	-1.2	.	2.3	0.3	1	1.6	-0.5	4	1	0	.
CC(NC(=O)c1cc2sccc2n1C)c1ccc2c(c1)OCCO2 (stereo not given)	-1.6	-4.2	-7.7	-0.6	-1	-0.7	-3.2	-5	1	2	0.1
O=S(=O)(c1ccc(-n2cnnn2)cc1)N1CCC(N2CCCCC2)CC1	-0.7	1.4	1.7	0.0	6	2.0	1.5	4	5	4	-0.1
CCCC(=O)NNC(=O)CCC(=O)NCc1ccccc1	-0.9	1.3	-2.9	-0.7	0	-0.1	-0.8	-1	-1	1	0.5
Cc1cc(C)nc(SCCN(C)C)n1	-1.8	-0.4	-0.7	-0.1	3	0.3	-1.4	3	-5	4	0.4
Cc1oc(-c2ccccc2F)nc1CS(=O)(=O)CC(=O)NCCCN(C)C1CCCCC1	-1.5	1.3	-0.7	-0.7	-7	-0.1	-1.8	-2	0	-2	1.2
CCCC1Oc2ccccc2C(=O)N(CC(=O)c2ccc3c(c2)OCCO3)C1=O (stereo not given)	-1.0	4.4	1.1	0.7	1	0.7	1.0	0	-5	1	0.5
CN(C)c1cccc(-c2nccc(N3CCC(C(N)=O)CC3)n2)c1	-0.6	.	6.5	.	9	.	-0.1	-3	-7	.	.
COc1ccc2cc3c(N)nn(C(=O)Cc4ccc(Cl)cc4)c3nc2c1	-2.0	-0.1	7.4	0.2	-2	0.0	-2.2	27	13	3	1.5
CCc1nonc1NC(=O)COc1ccc(Cl)c(C)c1	-1.4	-0.4	-3.2	-0.8	-5	1.3	0.3	3	-4	1	-0.1
Cn1cccc1CC(=O)NNC(=O)Nc1ccccc1F	-0.7	-0.3	3.3	-0.2	-10	0.8	1.6	2	-1	-2	0.6
CCCCNS(=O)(=O)/C=C/c1cc2c(cc1CNC(=O)OC(C)(C)C)OCO2	-0.9	.	0.1	-0.3	3	-1.3	-2.7	-5	1	-3	.
CCC(C)C(NC(=O)C1CCC(C)CC1)C(=O)NCCc1ccc(S(N)(=O)=O)cc1 (stereo not given)	-0.9	0.4	6.1	-0.6	-8	0.1	0.0	2	1	-3	1.3
COc1cccc(C2CC(c3ccc(C)cc3)n3nc(N)nc3N2)c1 (stereo not given)	-1.8	-1.3	-0.9	0.8	0	-0.2	-2.9	2	-2	-1	2.1
CC(C)c1ccc(NC(=S)NN2CCOCC2)cc1	-0.1	3.9	8.7	-0.3	14	1.0	1.0	3	0	-2	0.7
COc1ccc(-c2c(-c3ccccc3)c(C(=O)C(=O)NCCCN(C)C)n3ccc4cc(OC)c(OC)cc4c23)cc1OC	-1.0	-2.6	1.0	0.7	-20	-0.9	-1.0	6	1	2	2.5
O=C(COC(=O)CNS(=O)(=O)c1ccccc1)Nc1ncc(Cl)cc1Cl	-1.1	-2.0	3.7	-0.6	-4	0.7	1.2	2	-3	0	1.8
Cc1ccc(Cn2cnc3ccccc32)cc1C	-1.3	3.6	0.9	-0.6	-5	-1.1	-2.1	-4	-6	-4	-1.1
CC(=O)Nc1cc(-c2ccc(F)cc2)cn2c(-c3ccc(F)c(Cl)c3)cnc12	-0.9	1.0	1.4	-1.4	3	-0.1	-1.9	-5	3	-1	.
COCCN(C(=O)c1ccc(OCC(C)C)cc1)c1c(N)n(Cc2ccccc2)c(=O)[nH]c1=O	-0.6	0.6	-3.6	0.6	14	-0.9	-0.8	0	0	-3	0.3
CC(=O)C1=C(C)NC(=O)NC1c1cccc(O)c1 (stereo not given)	-1.6	-2.3	-2.4	0.2	4	1.7	-1.5	-2	2	-3	-1.3
CN(C)c1ccc(NS(=O)(=O)c2cc3c4c(c2)CC(=O)N4CCC3)cc1	-1.3	-0.7	-0.1	-0.4	1	0.0	-2.8	-2	0	0	-0.1
O=C1c2nc3ccccn3c2C(=O)N1Cc1ccccc1	1.4*	0.6	2.3	-6.4	3	0.5	0.6	1	-2	1	0.3
CCOC(=O)c1cc2c(ccn2C)n1CC(=O)N1CCN(c2cccc(C(F)(F)F)c2)CC1	-1.5	-0.2	0.9	-0.4	-12	0.3	-1.1	0	4	-2	0.3
CC1=Nc2ncnn2C(c2ccccc2)/C1=N\O (stereo not given)	-0.9	2.5	-0.9	1.0	5	-0.1	0.0	4	-3	2	0.1
CCc1ccc(-n2nc3ccc(NC(=O)c4ccc5c(c4)OCO5)cc3n2)cc1	-0.8	-0.8	-1.2	0.4	5	0.5	-1.4	3	-3	-4	2.5
O=C(O)c1ccc2c3n(nc2c1)-c1ccc(Cl)cc1CO3	0.0	.	6.0	1.3	0	0.0	1.4	2	3	4	.
CCOC(=O)C1C(=O)NC(N2CCN(c3ccccc3)CC2)=NC1c1ccco1 (stereo not given)	-0.8	-1.5	-1.3	-0.4	-2	1.1	0.1	3	6	-2	0.6
CS(=O)(=O)C1=NSC2=NC(=O)/C(=C\c3ccc(OS(=O)(=O)c4ccccc4)cc3)C(=N)N21	-1.3	2.3	1.4	1.0	-7	0.5	-0.2	3	3	0	-0.1
CCCCCC[n+]1c(-c2ccccc2)csc1Nc1ccccc1	-1.1	2.3	-0.1	0.1	2	0.0	-1.5	-1	0	3	-0.1
CC(C)NC(=O)CN1CCN(C(c2cc3ccccc3o2)c2nnnn2C(C)(C)C)CC1 (stereo not given)	0.8	.	0.7	0.0	2	-0.3	-0.1	1	2	-3	.
